Bioassay records as filed in PubChem.
hgDAF12 agonist: agonists of H. glycines DAF-12 nuclear receptor; activation, % at 6.8 µM; 370,000 compounds, 1.8% hits; HEK293 GAL4-hgDAF12 UAS-luciferase reporter, agonist luminescence; normalized to butyrate control;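 active = activation above a cutoff set at the mean of all screened compounds plus 3 SD, cut at about 10% in these data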;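 note: 0% = DMSO wells and 100% = sodium butyrate wells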
SMARCA2 activ: activators of SMARCA2 function | AID 652017 | MG213 cells, MMTV-luciferase reporter, dexamethasone, overnight | activation, % at 9.1 µM | 370,000 compounds, 1% hits; in the data active = activation above about 7.8%;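 note: 0% = vehicle wells and 100% = reference activator wells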
PLCg1 inh: blocks human PLC-gamma1 enzyme activity; 370,000 compounds, 0.84% hits; purified PLC-gamma1, fluorogenic substrate, fluorescence; inhibition, % at 12.2 µM; P19174; in the data active = inhibition above about 9.5%
DAX1 inh-1: DAX1 (NR0B1) inhibition, primary screen | HEK293T StAR-luciferase reporter, SF-1/DAX-1 repression relief | inhibition, % at 6.8 µM | 370,000 compounds, 1.1% hits | AID 652010;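 active = inhibition above the mean over all tested compounds plus 3 SD, cut at about 3.6% in these data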;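 note: 0% = DAX-1 cells with DMSO and 100% = cells lacking DAX-1 with DMSO; higher inhibition means more luminescence from relief of DAX-1 repression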
ssDAF12 agonist: activators of S. stercoralis DAF-12 nuclear receptor; HEK293 ssDAF-12/GRIP1 lit1-tk-luc reporter, luminescence; % of 3 µM dafachronic acid response; activation, % at 6.8 µM; 370,000 compounds, 1% hits; AID 652126;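 active = activation above the mean over all tested compounds plus 3 SD, cut at about 0.9% in these data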;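 note: 0% = DMSO-only wells and 100% = 3 µM delta7-dafachronic acid wells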
NR1D1 modulator: Rev-erb alpha (human) modulation; 370,000 compounds, 0.79% hits; activity, % at 10 µM; Rev-erbα–FITC-DNA binding, fluorescence polarization, 90 min;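 active = activity above about 14%, limit read from the data; passing the limit was not always enough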;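 note: 0% = DMSO wells with 35 nM protein and 100% = DMSO wells with 750 nM protein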
DAX1 inh-2: NR0B1 (DAX1) inhibition | P51843 | HEK293 Gal4-DAX1 luciferase reporter, luminescence | inhibition, % at 6.75 µM | 340,000 compounds, 0.99% hits | AID 504766;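 active = inhibition above the mean over all tested compounds plus 3 SD, cut at about 4.2% in these data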;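 note: 0% = DAX1-transfected cells with DMSO and 100% = empty-vector control cells with DMSO; inhibition shows as a rise in luminescence from relieved DAX1 repression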
hcDAF-12 act: activators of H. contortus DAF-12 nuclear receptor; HEK293 hcDAF-12 lit1-tk-luc reporter, luminescence; 0% DMSO, 100% Δ7-dafachronic acid; activation, % at 6.8 µM; 370,000 compounds, 1.4% hits; AID 652067;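 active = activation above the mean of all tested compounds plus 3 SD, cut at about 5.5% in these data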;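 note: 100% = response to 3 µM Δ7-dafachronic acid high control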
MBD2 DNA inh: MBD2-methylated oligo binding inhibition; TR-FRET, MBD2 binding to methylated oligonucleotide; inhibition, % at 4.4 µM; 370,000 compounds, 0.31% hits; in the data active = inhibition above about 13%
ADAM17 inh: inhibitors of human ADAM17. P78536. recombinant ADAM17, EDANS/DABCYL FRET peptide cleavage. inhibition, % at 6.95 µM. 370,000 compounds, 0.83% hits;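 active = inhibition above the mean of compounds lying between control limits plus 3 SD, set per campaign, cut at about 8.5% in these data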;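 note: 0% = DMSO-only wells as the low control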
PLC-beta3 inh: blocks human PLC-beta3 enzyme activity | Q01970 | Purified PLC-beta3, fluorogenic substrate, fluorescence | inhibition, % at 12.2 µM | 370,000 compounds, 0.18% hits; in the data active = inhibition above about 11%;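 note: 0% = median of compound wells on plate and 100% = full blocker control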
* = called active by the depositor; nt = not tested or not shown.

Structure,DAX1 inh-1,ADAM17 inh,PLCg1 inh,SMARCA2 activ,hcDAF-12 act,ssDAF12 agonist,MBD2 DNA inh,NR1D1 modulator,PLC-beta3 inh,DAX1 inh-2,hgDAF12 agonist
CCCNC(=O)C1(C)CCCN(C(=O)c2cccc(OC(C)=O)c2C)C1 (stereo not drawn),-0.3,-0.9,0.7,-2.1,-1.2,-0.8,3.8,-8.9,2.9,nt,-1.0
O=C1Nc2cc(C(=O)NCCN3CCCCCC3)ccc2S/C1=C/c1ccccc1F,0.7,-1.9,-40.2,7.3,-1.0,-0.7,1.9,-1.2,-49.5,0.6,0.4
O=C(NCCc1ccccc1)OCc1cn(Cc2ccccc2C(F)(F)F)nn1,-0.2,2.7,-1.6,-4.5,0.2,-1.7,-3.0,0.3,-3.0,nt,1.8
CC(=O)c1cccc(-c2ccnc3c2CC(C(=O)NCC2CC2)O3)c1 (stereo not drawn),-0.6,-3.1,2.8,0.0,0.7,-1.1,-3.4,3.0,1.0,nt,4.8
CCc1ccc(-c2nc(SCC(=O)NC3CC3)n[nH]2)cc1,1.0,1.1,-13.4,0.5,2.0,-0.2,6.2,3.1,-7.5,-0.3,3.9
COC(=O)c1ccc(NC(=O)Nc2cccc(F)c2)cc1,0.2,2.5,1.6,1.0,-0.9,-0.4,-1.3,2.9,4.5,0.8,11.4*
CCCCc1oc2c(c(=O)c1C)C(=O)CC(c1ccccc1)C2 (stereo not drawn),-0.8,-3.4,-3.8,-0.5,-0.8,-1.0,0.4,-5.2,-1.2,0.1,-2.7
S=C(NCCc1ccccc1)N/N=C/c1ccccc1Cl,0.0,5.0,-1.2,-0.8,-0.5,-0.2,3.9,5.8,-2.5,-0.5,0.7
CC(C)(C)S(=O)(=O)c1cnc2c(-c3ccsc3)cnn2c1N,-0.6,-1.7,3.3,-5.9,1.0,-1.2,6.5,-1.6,-1.8,3.3,-0.8
Cc1nc2ccc(NC(=O)CCS(=O)(=O)c3ccc(Cl)cc3)cc2s1,-1.8,-4.0,-1.7,-2.0,-2.3,-1.5,1.8,2.7,-1.0,-0.8,-1.6
C=CCC(C(=O)OC)(C(=O)OC)c1ccc([N+](=O)[O-])cc1[N+](=O)[O-],0.7,-2.9,0.4,-0.5,-0.2,-1.5,-0.9,-6.7,-5.7,2.5,2.1
CC1=C(C(=O)OCC2CCCCC2)C(c2ccc(F)cc2)NC(=O)N1 (stereo not drawn),-0.4,2.0,-2.6,-4.5,-2.4,-2.2,0.7,11.9,-7.2,-1.5,-3.5
CCC1(C)Cc2c(sc3nnn(CC(=O)Nc4ccc(Cl)cc4)c(=O)c23)CO1 (stereo not drawn),-1.3,8.1,0.3,2.0,-2.2,-2.2,4.3,-0.2,6.3,-1.4,-3.6
N#Cc1cccc(NC(=O)CSc2ccccc2)c1,-0.1,-3.0,-3.5,0.4,-0.3,-1.7,7.3,-4.7,-3.5,0.6,0.8
Cc1ccc(S(=O)(=O)N2C[C@]3(O)C[C@@H]4C(=O)N(c5ccccc5)C(=O)[C@@H]4C[C@]3(OC(=O)NC3CC3)C2)cc1,0.1,-1.1,0.4,3.8,-1.7,-1.4,0.6,-0.2,-1.7,-1.2,-0.4
CN(Cc1ccccc1F)C(=O)CN1CCN(S(=O)(=O)c2ccc3c(c2)OCCCO3)CC1,-2.5,1.4,-1.8,-1.6,-1.3,-1.3,-4.0,0.7,-5.6,-0.5,-0.6
CCN(CC)CCCNC(=O)C1CCN(C(=O)c2cc3sccc3n2Cc2ccc(F)cc2)CC1,0.5,-7.8,-8.8,-3.5,-1.0,-1.5,5.4,-1.5,-11.6,-0.5,-3.7
CCCCCNc1c(C(=O)OCC)c(=O)[nH]c2ccccc12,-0.8,-2.3,-0.2,3.5,-1.1,-0.3,0.4,1.1,1.5,-1.8,-2.5
O=C(CSc1nnnn1-c1ccccc1)Nc1ncc(Cc2ccccc2Cl)s1,-0.2,-0.4,1.5,2.8,-0.6,-0.7,2.4,-4.0,2.5,-0.1,-1.8
COc1ccc(Cl)c(N2CCN(CCCNC(=O)Nc3ccc(C)cc3)CC2)c1,-1.0,-1.6,1.7,1.3,-0.6,-1.1,4.0,3.0,2.9,-0.5,-1.5
COc1ccc(NC(=O)c2ccc3nccnc3c2)cc1,1.4,-3.0,3.0,1.6,2.8,-0.7,6.3,1.3,1.0,0.4,9.7
c1ccc(C(c2ccccc2)N2CCN(Cc3nnnn3C3CCCCC3)CC2)cc1,-0.6,-3.9,1.4,-0.8,-1.8,-1.2,3.0,4.3,-0.1,1.2,-3.9
O=C(OCC(=O)N1CCN(c2ccccc2)CC1)c1cc(F)c(F)cc1Cl,-0.6,0.3,0.3,-0.7,-1.9,-1.2,1.3,-1.4,2.9,0.4,0.4
COc1cc2cc(C(c3nnnn3C3CCCC3)N(C)C3CCCCC3)c(=O)[nH]c2cc1OC (stereo not drawn),0.0,-20.5,-15.1,-2.9,-1.8,-1.0,1.7,-0.7,-19.6,1.2,-0.7
CCCC(C(=O)NC(C)(C)C)N(CC1CCCO1)C(=O)c1snc(C(N)=O)c1N (stereo not drawn),0.2,-48.5,-57.8,1.7,0.0,0.3,-5.6,0.6,-57.0,0.1,-1.6
COC(=O)[C@@H]1CCCN1C(=O)CCc1nnc(C2CCCCC2)o1,0.2,-2.7,2.2,1.2,1.8,-1.4,0.5,-6.0,1.3,3.3,-1.1
Cc1cc(NC(=O)CSCC(=O)Nc2ccc(Cl)c(C(F)(F)F)c2)no1,0.5,-0.5,-0.7,2.1,-2.1,-0.8,4.5,-1.3,-1.0,0.3,0.1
CSc1ccc(CNC(C)(C)CO)cc1,3.0,-0.8,3.7,-3.9,1.1,-1.6,3.1,-2.5,-4.6,-0.5,1.6
O=C(O)CCSc1nnc(COc2cccc3cccnc23)n1-c1ccccc1,0.4,-3.3,-8.2,0.5,-0.4,-0.4,-2.4,1.4,-12.8,4.0,0.7
O=C1c2ccccc2C(=O)N1CCSC(=S)N1CCOCC1,1.2,1.0,1.1,6.9,4.0,-1.0,1.7,-4.0,6.3,1.4,7.2

The results go on.
Structure,DAX1 inh-1,ADAM17 inh,PLCg1 inh,SMARCA2 activ,hcDAF-12 act,ssDAF12 agonist,MBD2 DNA inh,NR1D1 modulator,PLC-beta3 inh,DAX1 inh-2,hgDAF12 agonist
CNC(=O)[C@@H]1C[C@H]1[C@@H](NC(=O)OCc1ccccc1)c1ccccc1,-0.1,-1.5,-2.8,0.6,0.5,-0.9,4.4,-7.5,2.4,2.8,-0.7
O=C1C2C3CCC(C3)C2C(=O)N1c1ccc2ccccc2c1 (stereo not drawn),-0.1,-1.3,2.0,0.6,-0.1,-1.2,-4.5,-1.0,2.7,3.3,-0.8
CCN1C2=C(C(=O)CCC2)C(c2ccc(O)cc2)C2=C1CCCC2=O,-0.4,-16.2,-22.6,3.2,0.2,-0.8,-1.5,-3.7,-26.4,-0.3,-0.9
CCOC(=O)C(Sc1cc(C)nc(N)n1)C(C)=O (stereo not drawn),0.2,-4.5,-7.5,-2.8,-1.3,-1.2,0.5,-5.5,-8.1,-0.9,3.6
CC(C)=C(c1ccc(Cl)cc1)c1c(N)ncnc1N,-1.1,-2.5,2.3,-2.1,-0.7,-0.5,2.3,-8.0,-1.9,-0.1,2.9
COc1cc(-c2nnc(-c3cccs3)o2)cc(OC)c1OC,-0.2,-2.5,-115.1,-0.6,-2.8,-0.4,-5.1,14.0,-142.9,-0.1,-1.6
CCN(CC)CCNC(=O)c1ccc(NC(=O)Nc2cccc3ccccc23)cc1,-0.6,-15.5,-27.7,-3.3,-0.9,-0.9,1.6,1.1,-42.4,-1.1,0.3
CC(=O)c1c(C)[nH]c(C(=O)OCC(=O)Nc2cc(C(F)(F)F)ccc2N2CCOCC2)c1C,-0.2,-4.0,0.8,-1.3,-2.5,-1.3,-7.7,-1.6,0.5,-0.2,-4.6
COc1ccccc1N(CC(=O)Nc1ccc2c(c1)OCCO2)S(C)(=O)=O,-0.1,-3.3,-2.4,0.0,0.4,-0.9,5.1,1.6,-3.4,-0.6,-1.9
COc1ccc(Cc2noc(CN(C)CCN3CCc4ccccc4C3)n2)cc1OC,0.4,-2.9,-3.3,-2.6,-0.1,-1.0,4.7,-0.8,-5.4,-1.0,3.5
Cc1ccc(S(=O)(=O)N2CCN=C2SCc2c(F)cccc2Cl)cc1,3.1,-0.7,0.8,-0.1,-2.7,-1.0,0.2,7.6,-7.2,-0.1,-1.7
CC(=O)c1oc2ccccc2c1NC(=O)COC(=O)c1ccc(-n2nc(C)cc2C)cc1,-0.2,-5.0,-1.9,-2.4,-1.0,-0.2,1.9,18.6,-2.5,1.3,-0.2
CCCOc1ccc(C(=O)OCC(=O)c2c(N)n(C)c(=O)n(C)c2=O)cc1OC,0.3,-3.4,-3.5,-0.4,-1.9,-1.3,0.5,-1.3,-8.4,-0.4,0.6
COc1ccc2sc(N(CCN(C)C)C(=O)c3cc(Cl)sc3Cl)nc2c1,-0.1,-2.2,-1.5,-1.4,1.2,-0.8,2.5,-0.8,-4.8,0.0,-0.3
COc1cc(OC)c(NC(=O)CC(C)=O)cc1Cl,-0.3,0.1,2.0,0.2,-0.9,-1.3,-0.5,-3.3,3.6,1.1,1.4
c1cc(CNc2ccc3c(c2)OCO3)ccn1,-0.1,-19.0,-42.8,-0.1,0.0,-1.2,-5.4,-1.3,-60.0,-0.2,3.5
Cc1cc(NC(=O)COC(=O)COc2ccc(C(=O)c3ccccc3)cc2)no1,0.4,0.8,-3.6,-0.5,-0.7,-1.2,1.3,-0.4,-2.6,-0.2,0.5
Cc1noc(C)c1S(=O)(=O)N(CC(=O)N1CCCC1)c1ccc(C(C)C)cc1,-0.5,0.0,1.6,-1.1,-2.4,-1.0,-7.6,-5.4,0.2,2.1,3.8
CCn1cc(Cl)c(C(=O)Nc2cccc(C(F)(F)F)c2)n1,0.1,3.8,1.3,-0.8,1.2,-1.2,-2.5,1.8,5.7,0.2,3.0
CCOC(=O)c1ccc(Oc2cn[nH]c2-c2ccc(O)cc2O)cc1,-2.0,6.5,3.4,-5.4,-1.8,-2.4,-2.5,2.0,-4.7,-2.9,-3.4
CCOc1ccc(S(=O)(=O)Nc2ccccc2C(=O)NCC2CCCO2)cc1 (stereo not drawn),0.2,-46.4,-22.5,-2.7,-1.2,-1.8,4.1,-7.2,-33.8,0.4,0.0
O=C(CN1CCN(c2ccc(F)cc2)CC1)N1CCC(Cc2ccccc2)CC1,-0.6,-0.8,-0.8,-2.5,-2.6,-0.7,0.2,-3.5,0.9,-0.5,-1.9
O=C(/C=C/c1ccco1)NC(=S)Nc1ccccc1N1CCCC1,0.1,-3.6,-29.9,-2.4,1.6,0.1,-4.7,-2.0,-40.3,-0.7,1.3
Cc1ccc(C(=O)NCc2ccccn2)cc1NC1=NC2CS(=O)(=O)CC2S1 (stereo not drawn),0.1,-2.6,0.8,-0.7,2.0,-1.2,-8.2,-1.4,3.4,-0.1,-2.0
Cc1ccc(NC2c3ccccc3C(=O)N2CCN2CCOCC2)cc1 (stereo not drawn),0.3,0.4,3.4,-1.5,0.3,-1.4,3.3,1.8,-0.8,-0.3,1.9

Not a hit list (roughly 7.4% active in at least one column).
